GLP1R ag = activates the human GLP-1 receptor. AID 624172. P43220. HEK293 GLP-1R CRE-luciferase, luminescence, 4-6 h; cells express a hypersensitive GLP-1R form. Potency, µM (titrated, usually from 45.6 µM), for inactives: at the top dose activation, hits mostly activators. 380,000 tested, 0.007% active; further: % of control where 0% means no effect
Target sequence (P43220 whole entry, looked up): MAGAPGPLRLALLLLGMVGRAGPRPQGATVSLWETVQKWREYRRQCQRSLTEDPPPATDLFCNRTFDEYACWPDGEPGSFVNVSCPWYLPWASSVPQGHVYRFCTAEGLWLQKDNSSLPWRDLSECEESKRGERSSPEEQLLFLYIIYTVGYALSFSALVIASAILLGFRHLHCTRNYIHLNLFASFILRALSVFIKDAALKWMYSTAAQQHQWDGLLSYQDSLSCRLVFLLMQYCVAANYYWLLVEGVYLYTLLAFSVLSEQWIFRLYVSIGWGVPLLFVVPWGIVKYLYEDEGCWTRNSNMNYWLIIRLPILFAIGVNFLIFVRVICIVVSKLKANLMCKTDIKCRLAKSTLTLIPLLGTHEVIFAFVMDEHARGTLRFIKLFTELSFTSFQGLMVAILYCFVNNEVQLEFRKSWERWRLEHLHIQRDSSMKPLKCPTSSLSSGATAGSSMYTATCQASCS
SW480 rerep = DNA re-replication induction in SW480 cells. 340,000 tested, 1.8% active. SW480 DNA re-replication, Hoechst DNA content imaging, 48 h. AID 624297. Potency, µM (doses to about 46.1 µM), without a hit: at the top dose re-replication activation, hits mostly activators; further: % of control where 0% means no effect; nearly all actives have a fitted effect of over 55% in size
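DNA re-replication was detected as more nuclei of elevated Hoechst intensity after 48 hr exposure to compound (23 nL pinned per well of 250 cells).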
Starred values were filed as active, the others as inactive; ? = inconclusive; & = joins results of further samples; [ ] = another dose, or the depositor's remark. The call rests on the fitted dose curve; in most records, active means well fitted activation curve with a large enough effect; inconclusive means small, poorly fitted or top-dose-only effect; inactive means no such curve, though single readings can be large or run the other way. Potency means the concentration at half of the fitted maximal effect.

item	SMILES	GLP1R ag	SW480 rerep
1	CN(C)c1ccc(C(=C2C=CC(=[N+](C)C)C=C2)c2ccccc2)cc1	2%	27%
2	COc1ccc(/C=C/C(=O)OCCC(C)C)cc1	3%	3%
3	C[C@H](O)Cn1cnc2c1c(=O)n(C)c(=O)n2C	-4%[19.8 µM]	-6%[20.6 µM]
4	O=C1c2cccc(O)c2C(=O)c2c(O)cccc21	2%	2%&-3%
5	CCCCCCCCCCCCCC(=O)OCC(COP(=O)([O-])OCC[N+](C)(C)C)OC(=O)CCCCCCCCCCCCC (centres undefined)	4%	-1%
6	CCCCCCCCCCCC(CC1OC(=O)C1CCCCCC)OC(=O)C(CC(C)C)NC=O (centres undefined)	3%	13%
7	O=C1C(CCC(O)c2ccc(F)cc2)C(c2ccc(O)cc2)N1c1ccc(F)cc1 (centres undefined)	?	-6%
8	CO[C@@H]1C[C@H](O[C@H]2[C@@H](C)[C@H](O[C@@H]3O[C@@H](C)C[C@@H](N(C)C)[C@@H]3OC(C)=O)[C@H](C)C[C@]3(CO3)C(=O)[C@H](C)[C@H](OC(C)=O)[C@H](C)[C@H](C)OC(=O)[C@@H]2C)O[C@H](C)[C@@H]1OC(C)=O	9%[19.8 µM]	-1%[20.6 µM]
9	CCOC(=O)C(CCc1ccccc1)NC1CCc2ccccc2N(CC(=O)O)C1=O (centres undefined)	-5%	27µM*
10	COC1CC2CCC(C)[C@](O)(O2)C(=O)C(=O)N2CCCCC2C(=O)OC(C(C)CC2CCC(O)C(OC)C2)CC(=O)C(C)/C=C(/C)C(O)C(OC)C(=O)C(C)CC(C)C=CC=C/C=C\1C (some centres undefined)	1%	?
11	O=C(OC[C@@H](O)CO)c1ccccc1Nc1ccnc2cc(Cl)ccc12	-6%[19.8 µM]	-7%[20.6 µM]
12	NS(=O)(=O)c1cc2c(cc1Cl)N[C@H](Cc1ccccc1)NS2(=O)=O	6%	5%
13	CCOC(CN1CCN(CC(C)C(=O)c2ccccc2)CC1)c1ccccc1 (centres undefined)	2%	-3%
14	CCc1cccc2c3c([nH]c12)[C@@](CC)(CC(=O)O)OCC3	6%	-2%
15	O=C(/C=C/c1ccccc1)OCc1ccccc1	16%	-3%
16	COc1cccc(N(C)C(=S)Oc2ccc3c(c2)CCCC3)n1	0%	7%
17	CCCCCCCCCCCCCCCC(=O)OCC(COP(=O)(O)OCC[N+](C)(C)C)OC(=O)CCCCCCCCCCCCCCC (centres undefined)	16%	-2%
18	CO[C@]12C[C@@H](COC(=O)c3cncc(Br)c3)CN(C)[C@@H]1Cc1cn(C)c3cccc2c13	5%	-14%
19	CCOC(=O)c1cnc2c(cnn2CC)c1NN=C(C)C	28%	4%
20	CNC1=CN(O)C(c2ccccc2)=c2cc(Cl)ccc2=N1	9%&-2%	-2%&-2%

Part of the list above, field by field.
4	O=C1c2cccc(O)c2C(=O)c2c(O)cccc21
  GLP1R ag: 2% | SW480 rerep: 2%&-3%
3	C[C@H](O)Cn1cnc2c1c(=O)n(C)c(=O)n2C
  GLP1R ag: -4%[19.8 µM] | SW480 rerep: -6%[20.6 µM]
6	CCCCCCCCCCCC(CC1OC(=O)C1CCCCCC)OC(=O)C(CC(C)C)NC=O (centres undefined)
  GLP1R ag: 3% | SW480 rerep: 13%
2	COc1ccc(/C=C/C(=O)OCCC(C)C)cc1
  GLP1R ag: 3% | SW480 rerep: 3%

Given with two lines to a compound: part of the list above
The line under a structure holds: GLP1R ag	SW480 rerep
(19) CCOC(=O)c1cnc2c(cnn2CC)c1NN=C(C)C
  28%	4%
(20) CNC1=CN(O)C(c2ccccc2)=c2cc(Cl)ccc2=N1
  9%&-2%	-2%&-2%

Additional entries
item	SMILES	GLP1R ag	SW480 rerep
21	CC1(C)O[C@@H]2C[C@H]3[C@H]4C[C@H](F)C5=CC(=O)CC[C@]5(C)[C@@H]4[C@H](O)C[C@]3(C)[C@]2(C(=O)CO)O1	-4%[19.8 µM]	-8%[20.6 µM]
22	O=C(NNCNNC(=O)c1ccncc1)c1ccncc1	0%	-1%
23	C[C@@H]1Cc2ccccc2N1NC(=O)c1ccc(Cl)c(S(N)=O)c1 (some centres undefined)	1%[19.8 µM]	12%[20.6 µM]
24	O=C(OCc1ccccc1)c1ccc(O)cc1	0%	14%
25	O=C(O)c1ccc(NC(=O)[C@H](Cc2ccc(O)cc2)NC(=O)c2ccccc2)cc1	2%	0%
26	CCCN(CCc1cccs1)[C@H]1CCc2c(O)cccc2C1	14%	9%
27	CCC(=O)O[C@]1(C(=O)CCl)[C@@H](C)CC2C3C[C@H](F)C4=CC(=O)C=CC4(C)[C@@]3(F)C(O)CC21C (some centres undefined)	-1%	-1%
28	Nc1nc(/C(=C/CC(=O)O)C(=O)NC2C(=O)N3C(C(=O)O)=CCSC23)cs1 (centres undefined)	17%	-3%
29	CNC(=O)C[C@@H](N)C(=O)N[C@@H](C(=O)N[C@@H]1C(=O)N2[C@@H]1SC(C)(C)[C@@H]2C(=O)O)c1ccc(O)cc1	-1%	-2%
30	CC(=O)N[C@H]1[C@H](O[C@@H]2c3ccc(c(Cl)c3)Oc3cc4cc(c3O[C@@H]3O[C@H](CO)[C@@H](O)[C@H](O)C3C)Oc3ccc(cc3Cl)C[C@H]3NC(=O)[C@@H](N)c5ccc(O)c(c5)Oc5cc(O)cc(c5)[C@H](NC3=O)C(=O)N[C@H]4C(=O)N[C@H]3C(=O)N[C@@H]2C(=O)N[C@@H](C(=O)O)c2cc(O)cc(O[C@H]4O[C@H](CO)[C@@H](O)C(O)[C@@H]4O)c2-c2cc3ccc2O)O[C@H](CO)[C@@H](O)[C@@H]1O (some centres undefined)	9%[19.8 µM]	-1%[20.6 µM]
31	CCOC(=O)C1=CC(OC(CC)CC)C(NC(C)=O)C(N)C1 (centres undefined)	3%	3%
32	O=P(O)(O)C(O)(Cc1cccnc1)P(=O)(O)O	-7%	-11%
33	CC(C)NCC(O)COc1ccccc1-n1cccc1 (centres undefined)	0%	-2%
34	COc1ccc(NS(=O)(=O)c2ccc(N)cc2)nn1	-1%[19.8 µM]	-10%
35	NC(N)=NCCN1CCCCCCC1	15%[19.8 µM]	-3%[20.6 µM]
36	Nc1nc(=O)n([C@@H]2CS[C@H](CO)O2)cc1F	-5%	1%
37	COC(=O)[C@@H]1CC2=CC(=O)CC[C@]2(C)[C@@]23O[C@@H]2C[C@@]2(C)[C@@H](CC[C@@]24CCC(=O)O4)[C@H]13	7%	-2%
38	CCCCC[C@H](O)/C=C\[C@H]1[C@H](C/C=C\CCCC(=O)O)[C@@H](O)C[C@H]1O (tested in a mixture with another compound)	20%[19.8 µM]	2%[20.6 µM]
39	CCc1ccc(C(=O)C(C)CN2CCCCC2)cc1 (centres undefined)	-5%	?
40	OCC(O)C(O)C(O)CO (centres undefined)	-6%	-11%

Among those listed so far, three have an aryl methoxy group.
item	SMILES	GLP1R ag	SW480 rerep
2	COc1ccc(/C=C/C(=O)OCCC(C)C)cc1	3%	3%
16	COc1cccc(N(C)C(=S)Oc2ccc3c(c2)CCCC3)n1	0%	7%
34	COc1ccc(NS(=O)(=O)c2ccc(N)cc2)nn1	-1%[19.8 µM]	-10%

Next section
item	SMILES	GLP1R ag	SW480 rerep
41	C/C=C\c1ccc(OC)cc1	-4%	-2%
42	CO/N=C(\C(=O)N[C@@H]1C(=O)N2C(C(=O)[O-])=C(C[N+]3(C)CCCC3)CS[C@@H]12)c1csc(N)n1	0%	-1%
43	COc1cc(NS(=O)(=O)c2ccc(N)cc2)ncn1	-1%[19.8 µM]	-5%[20.6 µM]
44	Cc1c2oc3c(C)ccc(C(=O)N[C@@H]4C(=O)N[C@H](C(C)C)C(=O)N5CCC[C@H]5C(=O)N(C)CC(=O)N(C)[C@@H](C(C)C)C(=O)O[C@@H]4C)c3nc-2c(C(=O)N[C@@H]2C(=O)N[C@H](C(C)C)C(=O)N3CCC[C@H]3C(=O)N(C)CC(=O)N(C)[C@@H](C(C)C)C(=O)O[C@@H]2C)c(N)c1=O	-9%	-5%
45	C[N+]12CCCC[C@@H]1CCC(=C(c1cccs1)c1cccs1)C2 (some centres undefined)	-3%	-3%
46	CC1(C)CC1C(=O)N/C(=C/CCCCSCC(N)C(=O)O)C(=O)O (centres undefined)	10%	1%
47	CC(=O)OCC1=C(C(=O)O)N2C(=O)[C@@H](NC(=O)CSc3ccncc3)[C@@H]2SC1	-4%	-1%
48	Nc1ccc(C(=O)Oc2ccccc2)c(O)c1	-4%	24%
49	CCC(C)(Oc1ccc(C2(c3ccc(OC(C)(CC)C(=O)O)cc3)CCCCC2)cc1)C(=O)O (centres undefined)	-5%	-7%
50	CC(C)(C)NCC(O)COc1ccc(NC(=O)NC2CCCCC2)cc1 (centres undefined)	-1%	4%
51	O=C(CN1CCN(Cc2ccc3c(c2)OCO3)CC1)N1c2ccccc2Sc2ccccc21	-4%	4%
52	C=C1C(=CC=C2CCC[C@@]3(C)[C@@H]2CC[C@H]3[C@H](C)CCCC(C)C)C[C@@H](O)C[C@@H]1O	8%	?

A portion of the library (hit frequency here may not be typical).
